LMPTP block – LMPTP phosphatase inhibitors, primary screen, biochemical, fluorescence intensity, uHTS | Low molecular weight phosphotyrosine protein phosphatase (Homo sapiens), P24666 | recombinant LMPTP-A, OMFP fluorogenic substrate | inhibition, % at 20 µM | hit rate 0.22% among 360,000 | AID 651560, 2012;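 active = compounds that cut the enzyme signal by at least half of the control window in the single-dose screen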;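 also: plate controls were DMSO wells with enzyme plus substrate for no effect and substrate without enzyme for full effect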
Target sequence (P24666 whole entry, looked up): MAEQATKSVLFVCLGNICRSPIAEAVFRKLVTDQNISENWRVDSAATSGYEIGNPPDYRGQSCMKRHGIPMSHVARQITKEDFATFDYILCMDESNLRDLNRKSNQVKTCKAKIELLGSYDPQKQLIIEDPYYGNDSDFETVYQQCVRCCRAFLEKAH
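Buffer or medium: Bis-Tris pH 6.0, DTT, detergent; Assay system: LMPTP-A enzyme; Quantity: 0.625 nM enzyme; Detection: endpoint fluorescence intensity; Times: 50 min dark incubation at room temperature; Controls: substrate-only low control, DMSO enzyme-plus-substrate high control; Doses: single 20 µM dose; Read-out: percent inhibition versus substrate-only and uninhibited controls; Reagent: 400 µM OMFP.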
MsrA inh – bovine MsrA enzyme inhibitors, primary screen, biochemical, absorbance, HTS; inhibition, % at 15.5 µM; Methionine sulfoxide reductase A (Bos taurus); purified bovine MsrA, absorbance read-out; hit rate 0.75% among 360,000; in the data active = inhibition above about 4.5%;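 also: 0% = vehicle wells with enzyme and 100% = reference inhibitor wells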
DNMT1 block – human DNMT1 methyltransferase inhibitors, primary screen, biochemical, molecular beacon, fluorescence, HinP1I cleavage, uHTS; hit rate 0.83% among 360,000; DNA (cytosine-5)-methyltransferase 1 (Homo sapiens), P26358; inhibition (reported as % activation of signal), % at 10 µM; in the data active = inhibition above about 50%
E coli Lon inh – inhibitors of E. coli Lon protease, primary screen, biochemical, fluorescence polarization | P0A9M0 | purified E. coli Lon protease | inhibition, % at 7.94 µM | hit rate 0.42% among 360,000; in the data active = inhibition above about 13%, passing the limit was not always enough;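 also: 0% = enzyme with probe and DMSO and 100% = no enzyme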
STEP inh – STEP phosphatase inhibitors, primary screen, biochemical, fluorescence intensity, uHTS; recombinant STEP, OMFP fluorogenic substrate; hit rate 0.25% among 360,000; inhibition, % at 20 µM; Tyrosine-protein phosphatase non-receptor type 5 (Homo sapiens), P54829;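 active = inhibition at 20 µM, scaled per plate between control wells, above about 37%, limit read from the data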;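 also: 0% = DMSO with enzyme and substrate and 100% = substrate only without enzyme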
Target sequence (P54829 whole entry, looked up): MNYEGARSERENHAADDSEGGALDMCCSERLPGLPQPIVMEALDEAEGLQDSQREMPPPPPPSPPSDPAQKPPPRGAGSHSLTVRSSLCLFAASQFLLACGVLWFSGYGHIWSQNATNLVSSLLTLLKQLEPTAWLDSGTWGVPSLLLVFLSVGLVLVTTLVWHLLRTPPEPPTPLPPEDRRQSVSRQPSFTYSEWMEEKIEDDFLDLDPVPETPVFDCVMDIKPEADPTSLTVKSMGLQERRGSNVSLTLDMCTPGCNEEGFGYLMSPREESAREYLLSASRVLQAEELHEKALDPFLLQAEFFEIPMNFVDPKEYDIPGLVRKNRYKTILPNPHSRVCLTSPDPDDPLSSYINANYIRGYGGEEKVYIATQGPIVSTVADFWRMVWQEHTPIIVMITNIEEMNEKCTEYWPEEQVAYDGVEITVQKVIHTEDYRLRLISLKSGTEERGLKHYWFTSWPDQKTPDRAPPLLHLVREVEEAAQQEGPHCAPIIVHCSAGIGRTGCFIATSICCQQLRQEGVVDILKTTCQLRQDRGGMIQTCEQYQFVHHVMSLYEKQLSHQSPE
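Measure: Control-normalized % inhibition with plate pattern correction | Test system: STEP phosphatase, cell-free reaction | Medium: pH 6.0 Bis-Tris with DTT and Tween 20 | Technique: Fluorescence, 480/540 nm | Times: Reaction 20 min, ambient temperature | Doses: Single compound dose of 20 µM, 1% DMSO final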
Scp1 inh – Scp-1 phosphatase inhibitors, primary screen, biochemical, colorimetric, uHTS; Carboxy-terminal domain RNA polymerase II polypeptide A small phosphatase 1 (Homo …; Recombinant Scp1, phosphopeptide, malachite green phosphate absorbance; inhibition, % at 20 µM; hit rate 0.88% among 340,000; AID 493091, 2011;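 active = inhibition above about 50% at 20 µM, limit read from the data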;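 also: plate controls were DMSO wells with enzyme for no effect and wells lacking enzyme for full effect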
Target sequence (Q9GZU7 76-261 limits assumed): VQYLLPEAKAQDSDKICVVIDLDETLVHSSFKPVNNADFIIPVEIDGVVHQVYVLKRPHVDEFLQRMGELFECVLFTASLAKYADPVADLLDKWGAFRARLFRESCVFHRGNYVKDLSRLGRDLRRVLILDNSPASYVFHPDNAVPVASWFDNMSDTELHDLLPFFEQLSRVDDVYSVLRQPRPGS
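Test system – truncated SCP-1 phosphatase (76-261aa) · Reagent – Phosphorylated 17-residue peptide substrate · Incubation – 45 min room-temperature reaction, 5 min colour, 30 min stabiliser · Detection – colorimetric phosphate reagent with accelerator and stabiliser, absorbance at 630 nm · Measure – % inhibition at 20 µM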
MsrA act – bovine MsrA enzyme activators, primary screen, biochemical, absorbance, HTS | Methionine sulfoxide reductase A (Bos taurus) | purified bovine MsrA, absorbance read-out | activation, % at 10.6 µM | hit rate 0.3% among 360,000 | AID 602163, 2012; in the data active = activation above about 7.5%;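 also: 0% = vehicle and 100% = reference activator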
Tb MetRS inh – T. brucei MetRS inhibitors, primary screen, biochemical, luminescence; inhibition, % at 11.9 µM; methionyl-tRNA synthetase (Trypanosoma brucei brucei); AID 624268, 2012; hit rate 0.4% among 360,000; purified T. brucei MetRS, ATP depletion, Kinase-Glo luminescence;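 active = inhibition above a per-plate cutoff of the control wells' mean inhibition plus 3 SD, cut at about 5.5% in these data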;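 also: 0% = DMSO wells median and 100% = median of wells with control inhibitor compound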
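Material: T. brucei methionyl-tRNA synthetase, purified; reagent: substrates ATP, L-methionine and bulk Escherichia coli tRNA; dosing: 11.9 µM single point; timing: 15 min plus 2 h at 25 °C; detection: luminescence of leftover ATP; evaluation: % inhibition; control set: DMSO-only wells as low control; replicates: singlicate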
CendR NRP1 mod – modulators of CendR peptide binding to NRP-1, primary screen, biochemical, fluorescence polarization, uHTS. Neuropilin-1 (Homo sapiens), O14786. FAM-RPARPAR peptide binding to NRP-1. inhibition, % at 25 µM. hit rate 0.85% among 360,000;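 active = inhibition or corrected inhibition above about 18%, plus a signal ratio from 0.5 to 1.5, limit read from the data, passing the limit was not always enough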; also: strong numbers were not always called active
SUMO1 PPI mod – modulators of SUMO1 protein-protein interactions, primary screen, biochemical, uHTS | Small ubiquitin-related modifier 1 (Homo sapiens), P63165 | SUMO1 binding to a labelled peptide, TR-FRET, 1 h | inhibition, % at 20 µM | hit rate 0.33% among 360,000; in the data active = inhibition above about 37%
Target sequence (P63165 whole entry, looked up): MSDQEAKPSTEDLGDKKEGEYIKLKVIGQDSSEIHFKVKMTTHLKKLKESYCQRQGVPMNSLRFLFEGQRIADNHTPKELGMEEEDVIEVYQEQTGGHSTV
* = called active by the depositor; · = no result given. Hits appear at their usual frequency (roughly 4.3% active in at least one column).

SMILES | LMPTP block | MsrA inh | DNMT1 block | E coli Lon inh | STEP inh | Scp1 inh | MsrA act | Tb MetRS inh | CendR NRP1 mod | SUMO1 PPI mod
CCOC(=O)c1sc(-c2ccc(C(F)(F)F)cc2)nc1O | -2.9 | 1.4 | 1 | 1 | 0 | -17 | -2 | 0.2 | 18 | -10
COCCCNC(=O)CCc1ccc(S(=O)(=O)Nc2ccc(C)cc2)cc1 | -0.8 | 0.2 | 1 | 2 | -2 | -2 | -8 | -0.9 | -16 | -1
COc1ccc(N2CCN(C(=O)c3ccc4c(c3)NC(=O)C(CSCc3ccccc3F)N4)CC2)cc1 (stereo not drawn) | 14 | 1.3 | -9 | -30 | 5 | · | -1 | -0.4 | -62 | 8
Cc1ccc(Oc2ccc(C=O)cn2)cc1 | 0.7 | 3.6 | 1 | 3 | -4 | -3 | 0 | -0.2 | -6 | 2
CCC1(CC)CNC(=O)NC1 | -2.8 | 0.1 | -1 | -12 | 1 | -7 | 1 | -0.1 | 9 | 2
CCOC(=O)c1nn(-c2ccc(Cl)cc2)c(=O)c(C#N)c1C | -1.1 | 1.5 | -4 | -8 | 0 | -5 | -7 | 0.2 | -6 | -41
Cc1ccnc(NC(=O)c2cccc([N+](=O)[O-])c2C)c1 | 0.1 | 1.3 | 1 | -3 | -5 | -8 | -3 | -0.1 | -1 | 0
COCCn1c(=O)[nH]c2cc(C(=O)N3CCN(c4ccccc4F)CC3)ccc2c1=O | 3.4 | · | 3 | -6 | -2 | 3 | -2 | -0.5 | 6 | 9
CCOc1ccc2[nH]c(=O)c(CN(Cc3ccc(C)cc3)C(=O)N3CCCC3)cc2c1 | -0.4 | -0.3 | -3 | 3 | -1 | -1 | -1 | -0.2 | 7 | 3
CCCCCCSc1ccc([C@H]2N[C@@](CC(C)C)(C(=O)OC)[C@H]3C(=O)N(C)C(=O)[C@@H]23)cc1 | 3.7 | 0.3 | -8 | -5 | 5 | -3 | 1 | -0.5 | 9 | -1
Cc1ccccc1Cn1ccc(-c2ccc(Cl)cc2)c(C#N)c1=O | 3.2 | 0.1 | 22 | -8 | -2 | 7 | -4 | -0.1 | -16 | 4
Cc1nn(CC2CC2)c(=O)n1-c1ccccc1F | 0.1 | -2.1 | 3 | -6 | -2 | 3 | -6 | -1.4 | 9 | 2
O=C(NCc1cccnc1)c1cccnc1Sc1ccc(Cl)cc1 | -1.0 | -0.2 | 0 | -7 | 3 | -6 | -2 | -0.1 | -11 | 1
COc1cc(C(=O)NCc2nnc(SCC(=O)N3CCCCC3)o2)cc(OC)c1OC | -0.9 | -0.7 | -3 | -5 | 0 | -5 | 3 | -0.3 | -5 | 2
CC(C)COC(=O)NC1c2ccccc2Oc2ccccc21 | 0.6 | 0.7 | 3 | 1 | -3 | -2 | -4 | -0.2 | 2 | -3
O=C(CSCc1cc(=O)n2ccsc2n1)Nc1ccccc1 | -0.8 | 2.5 | 1 | -7 | -1 | -7 | -2 | -0.1 | 2 | 4
CC(C)CC(CO)NS(=O)(=O)c1cccc(Cl)c1F (stereo not drawn) | -1.9 | -0.8 | 0 | -14 | -1 | -2 | -1 | 0.8 | 11 | 0
COc1ccc(NC(=O)/C(C#N)=C\c2ccc(OCc3ccc(C(=O)O)cc3)c(OC)c2)cc1 | 76* | -1.1 | -5 | -5 | 89* | 75* | -3 | -0.1 | -39 | 8
COc1ccc(C(CNC(=O)c2ccc(S(=O)(=O)N(C)C)cc2)N(C)C)cc1 (stereo not drawn) | -1.3 | 0.1 | 1 | -2 | 0 | -9 | -2 | 0.3 | -1 | 1
COc1ccc(NC(=O)CCNC(=O)c2ccc([N+](=O)[O-])cc2)cc1S(=O)(=O)N1CCOCC1 | -1.5 | 0.1 | -9 | -10 | -1 | 7 | -2 | -0.3 | 1 | -18

Entries above shown as hits in LMPTP block.
Compound,LMPTP block,MsrA inh,DNMT1 block,E coli Lon inh,Scp1 inh,MsrA act,Tb MetRS inh,CendR NRP1 mod,SUMO1 PPI mod
COc1ccc(NC(=O)/C(C#N)=C\c2ccc(OCc3ccc(C(=O)O)cc3)c(OC)c2)cc1,76*,-1.1,-5,-5,75*,-3,-0.1,-39,8

A draw from above in order of SMILES length, ascending:
SMILES | LMPTP block | MsrA inh | DNMT1 block | E coli Lon inh | STEP inh | Scp1 inh | MsrA act | Tb MetRS inh | CendR NRP1 mod | SUMO1 PPI mod
CCOC(=O)c1nn(-c2ccc(Cl)cc2)c(=O)c(C#N)c1C | -1.1 | 1.5 | -4 | -8 | 0 | -5 | -7 | 0.2 | -6 | -41
COc1cc(C(=O)NCc2nnc(SCC(=O)N3CCCCC3)o2)cc(OC)c1OC | -0.9 | -0.7 | -3 | -5 | 0 | -5 | 3 | -0.3 | -5 | 2
COCCn1c(=O)[nH]c2cc(C(=O)N3CCN(c4ccccc4F)CC3)ccc2c1=O | 3.4 | · | 3 | -6 | -2 | 3 | -2 | -0.5 | 6 | 9
CCCCCCSc1ccc([C@H]2N[C@@](CC(C)C)(C(=O)OC)[C@H]3C(=O)N(C)C(=O)[C@@H]23)cc1 | 3.7 | 0.3 | -8 | -5 | 5 | -3 | 1 | -0.5 | 9 | -1

(continued)
SMILES | LMPTP block | MsrA inh | DNMT1 block | E coli Lon inh | STEP inh | Scp1 inh | MsrA act | Tb MetRS inh | CendR NRP1 mod | SUMO1 PPI mod
O=C(O)CCCn1cc(NC(=O)COc2cccc(Cl)c2)cn1 | -0.9 | -0.1 | 1 | 7 | 2 | -1 | -7 | 0.5 | 7 | 0
COc1cc(C(=O)NCc2nnc(SCC(=O)NCCc3ccccc3)o2)cc(OC)c1OC | -0.3 | 1.0 | 5 | 10 | -3 | -1 | 0 | -0.1 | -4 | -1
O=C(O)c1c(Cl)cccc1Cl | -0.3 | 0.2 | 0 | -7 | -2 | 0 | -2 | -0.8 | 4 | 7
CCOC(=O)C1CCN(Cc2c(F)cccc2Cl)CC1 | -1.1 | -0.2 | -4 | 4 | 2 | -6 | -5 | -1.0 | -6 | 1
COc1ccc(OC)c(C(Nc2ccccc2)P(=O)(OC(C)C)OC(C)C)c1 (stereo not drawn) | -0.4 | -0.4 | 3 | -16 | 0 | -9 | 1 | -0.8 | -39 | 4
CC1=C(C#N)C(c2cn(-c3ccccc3)nc2-c2cccs2)C(C#N)=C(C)N1 | 0.4 | 1.0 | -2 | 1 | 0 | -5 | -10 | -1.1 | -2 | 2
COCCn1c(=O)[nH]c2cc(C(=O)Nc3cc(C)cc(C)c3)ccc2c1=O | 0.6 | 0.1 | 1 | 3 | 0 | -8 | -1 | -0.6 | 12 | -2
CCOc1ccc(CCNC(=O)c2oc3c(c2C)-c2[nH]ncc2CC3)cc1OCC | -1.8 | 3.5 | -4 | -9 | -3 | -14 | -2 | -0.2 | -2 | 4
Cc1ccc(C(=O)NN2C(=O)C3C4c5ccccc5C(c5ccccc54)C3C2=O)cc1 (stereo not drawn) | 0.5 | -0.4 | -2 | -5 | 4 | -5 | -2 | 0.9 | -1 | 2
COc1ccc(CC(C)CC(=O)NCCc2ccc(OC)c(OC)c2)cc1 (stereo not drawn) | -1.7 | -0.5 | 2 | 2 | 0 | -14 | -1 | 1.0 | 3 | 8
Cc1cccn2c(=O)c3cc(C(=O)N4COCC4(C)C)sc3nc12 | 1.2 | 0.8 | -2 | -1 | 0 | -8 | -2 | 0.1 | -5 | -11
Cc1ccnc2nc(C(=O)OCC(=O)N3CCc4ccccc43)nn12 | -1.2 | 0.6 | -2 | 1 | 1 | -6 | -1 | -0.1 | -6 | -1
Cc1ccc(NC(=O)N2CCCC2C(=O)NCC2CCCO2)cc1 (stereo not drawn) | 0.3 | -1.5 | -1 | -3 | 0 | 0 | -4 | 0.2 | -2 | -2
CCCCn1c(SCC(=O)NCc2ccco2)nc2c1c(=O)n(C)c(=O)n2C | -1.4 | -0.7 | 4 | -11 | -1 | 1 | -3 | -1.2 | 4 | 4
CC(C)(C)CC(C)(C)n1nnnc1N | 1.0 | 1.3 | 0 | -14 | 1 | -10 | -1 | 0.0 | -19 | -1
O=c1c2ccccc2ncn1C1CCCCC1 | 0.7 | 0.0 | 1 | -1 | -1 | 3 | -5 | -0.4 | 3 | -1
COc1cc(NC(=O)C2CCCN2S(=O)(=O)c2ccc3c(c2)CC(C)N3C(C)=O)cc(OC)c1 (stereo not drawn) | 0.0 | -0.2 | 0 | 2 | 0 | -6 | -1 | 0.0 | 9 | -2
O=C(O)C1=C[C@H](C2CC2)C[C@H](OCc2ccc(CO)cc2)O1 | -2.5 | 0.4 | 2 | -6 | 6 | -4 | -5 | -0.2 | -2 | 0
CCN1CCN(C(=O)CCN2C(=O)c3ccccc3S2(=O)=O)CC1 | -4.3 | -1.4 | 2 | 13 | 0 | -8 | -7 | -0.3 | 2 | -3
CON(C)c1nc(OCC#N)nc(N(C)C)n1 | -0.4 | -0.9 | -1 | 0 | -5 | -5 | -3 | -0.4 | 7 | 3
CC(C)N1C(=O)CN(C2CCCCCC2)C(=O)C1c1ccccc1F (stereo not drawn) | -0.1 | -0.3 | 0 | 5 | 0 | 0 | -3 | -0.1 | 2 | 2
COc1ccc(C)cc1N(C(=O)c1ccco1)C(C(=O)NC1CCCC1)c1cc(OC)c(OC)c(OC)c1 (stereo not drawn) | -1.0 | -0.7 | -1 | -1 | 4 | -6 | -2 | -0.8 | 5 | 3
CN1C(=O)/C(=C/c2ccccc2OCc2ccccc2F)NC1=S | 0.7 | -1.9 | -3 | 2 | -5 | -4 | -7 | -1.2 | 2 | 1

One compound at a time (already shown). Values in the order: LMPTP block	MsrA inh	DNMT1 block	E coli Lon inh	STEP inh	Scp1 inh	MsrA act	Tb MetRS inh	CendR NRP1 mod	SUMO1 PPI mod
`CCCCn1c(SCC(=O)NCc2ccco2)nc2c1c(=O)n(C)c(=O)n2C` in the list: -1.4	-0.7	4	-11	-1	1	-3	-1.2	4	4
`O=c1c2ccccc2ncn1C1CCCCC1` in the list: 0.7	0.0	1	-1	-1	3	-5	-0.4	3	-1

Screening results (PubChem)
